BRCA1 expr up: increases BRCA1 expression | MCF7-BRCA1-FFLuc reporter, luminescence, 48 h; response scale: scaled: vehicle 0%, 10 µM genistein 100% | Potency, µM (doses to about 46.1 µM), inactives show at the highest dose activation, most hits filed as activators | 380,000 tested, 1.1% active | AID 624202; note: potency is the fitted concentration of half-maximal effect; nearly all actives have a fitted effect of over 80% in size; some results filed as inactive show a strong effect at the top dose
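First, MCF7-BRCA1-FFLuc cells (2000/well) attach for 2 h; next, compounds are pin-added and incubated 48 h at 37 °C; finally, luciferase reagent is added and luminescence read after 15 min.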
NPC1 promoter act: activators of NPC1 promoter; Huh7 NPC1 promoter luciferase reporter, 24 h; Potency, µM (doses to about 9.22 µM), without a hit: at the highest dose activation, hits mostly activators; 320,000 tested, 2.4% active; AID 485313;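 note: potency is the fitted concentration of half-maximal effect; % of control where 0% means no effect; nearly all actives have a fitted effect of over 60% in size; reporter is driven by a mutant NPC1 promoter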
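Quantitative HTS used a cell-based reporter: Huh7 cells stably bearing the NPC1 promoter upstream of luciferase were treated with compounds for 24 h, and promoter activation was read as luminescence.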
Gal4-VP16 FLuc: Gal4-VP16 reporter inhibition counter-screen | Drosophila S2 Gal4-VP16 UAS-luciferase, luminescence, 20 h | Potency, µM (series often up to 53.6 µM), without a hit: top-dose activity, negative = inhibition, most hits filed as inhibitors | 310,000 tested, 3.5% active | AID 2546;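 note: Gal4-VP16 expression switched on by copper sulfate through the metallothionein promoter; potency is the fitted concentration of half-maximal effect; % is set by controls: 0 for no effect and ±100 for the full control effect; nearly all actives have a fitted effect of over 50% in size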
PKM2 act: PKM2 (human) enzyme activation | purified PKM2, Kinase-Glo ATP luminescence, activation; response scale: 0% is enzyme alone, no compound | Potency, µM (doses to about 57.5 µM), for inactives: at the top dose activation, hits mostly activators | 260,000 tested, 0.34% active; note: potency is the fitted concentration of half-maximal effect; % is set by controls: 0 for no effect and ±100 for the full control effect; nearly all actives have a fitted effect of over 55% in size
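Kinase-Glo luminescence reports ATP generated from ADP (0.1 mM) and PEP (0.5 mM) by purified hPK-M2 after 1 h at room temperature, pH 7.2 imidazole buffer; intermediate enzyme activity allows detecting inhibitors and activators.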
FLuc counter: counter-screen for miR-21 project: firefly luciferase inhibitors or activators; P08659; purified FLuc, Km substrates, luminescence inhibition; Potency, µM (highest dose often 57.5 µM), without a hit: at the top dose activity change, negative = inhibition, usual class: inhibitors; 360,000 tested, 6.9% active; AID 588342;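 note: potency is the fitted concentration of half-maximal effect; plate controls were vehicle for no effect and reference inhibitor for full effect; nearly all actives have a fitted effect of over 55% in size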
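Biochemical qHTS of compounds, final roughly 60 µM downward over six points, against 10 nM purified firefly luciferase using Km concentrations of substrates (10 uM D-luciferin, 10 uM ATP) in Tris acetate pH 7.5 buffer; luminescence output.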
ELG1 genotox: inducers of genotoxicity in HEK293T ELG1-luciferase cells; HEK293T ELG1-luciferase reporter, luminescence, 16 h; Potency, µM (titrated, usually from 46 µM), inactives show at the highest dose activity change, positive = activation, most hits filed as activators; 330,000 tested, 1.3% active; note: potency is the fitted concentration of half-maximal effect; % of control where 0% means no effect; nearly all actives have a fitted effect of over 60% in size
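HEK293T cells expressing luciferase-tagged ELG1 were exposed to compound or DMSO vehicle for 16 hr at 37 °C and 5% CO2. Luciferase activity was then measured with ONE-Glo after 30 min at room temperature.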
Rab9 prom act: activators of Rab9 promoter; Potency, µM (highest dose often 9.22 µM), for inactives: at the highest dose activation, negative = inhibition, usual class: activators; 320,000 tested, 2.8% active; AID 485297; Huh7 Rab9 promoter-luciferase reporter, luminescence, 24 h; note: potency is the fitted concentration of half-maximal effect; % of control where 0% means no effect; nearly all actives have a fitted effect of over 60% in size
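Cell-based reporter: Huh7 stable for Rab9 promoter-driven luciferase, plated in reduced-serum medium with 10% FBS at 1500 cells/well, compound-treated 24 h at 37 °C, luminescence read after 10 min reagent.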
Menin-MLL TR inh: menin-MLL binding inhibition, Texas Red mutant peptide. O00255. 270,000 tested, 0.23% active. Menin + Texas Red MLL mutant peptide, fluorescence polarization. Potency, µM (highest dose often 61.6 µM), for the others: top-dose FP activity change, negative = inhibition, hits mostly inhibitors. AID 1768; active = well fitted inhibition curve with a large enough effect in the polarisation, with a control signal flat, not every such curve was filed as active; inconclusive = small, poorly fitted or top-dose-only effect, or effect the other way, or a change in a side signal; inactive = no such curve, though single readings can be large or run the other way; the % refers to the polarisation; note: potency is the fitted concentration of half-maximal effect; % of control where 0% means no effect; many of its hits are not listed in these tables
Target sequence (O00255 whole entry, looked up): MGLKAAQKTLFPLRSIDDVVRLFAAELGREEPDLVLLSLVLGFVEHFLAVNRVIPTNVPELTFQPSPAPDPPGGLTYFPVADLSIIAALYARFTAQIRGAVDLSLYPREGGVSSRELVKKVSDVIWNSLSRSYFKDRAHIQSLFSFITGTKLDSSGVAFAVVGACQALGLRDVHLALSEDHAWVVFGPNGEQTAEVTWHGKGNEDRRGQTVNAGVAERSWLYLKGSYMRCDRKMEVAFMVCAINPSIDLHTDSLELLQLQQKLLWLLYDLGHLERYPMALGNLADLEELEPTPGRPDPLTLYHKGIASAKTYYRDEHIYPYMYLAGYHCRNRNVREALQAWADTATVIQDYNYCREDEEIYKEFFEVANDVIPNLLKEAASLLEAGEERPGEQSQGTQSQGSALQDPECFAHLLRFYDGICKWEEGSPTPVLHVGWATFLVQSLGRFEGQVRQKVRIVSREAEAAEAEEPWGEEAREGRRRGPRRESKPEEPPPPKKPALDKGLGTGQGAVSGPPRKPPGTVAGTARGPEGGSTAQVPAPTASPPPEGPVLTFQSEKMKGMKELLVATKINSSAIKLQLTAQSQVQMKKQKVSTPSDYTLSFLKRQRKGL
RORgamma inh: blocks mouse ROR gamma transcriptional activity; Drosophila S2 Gal4-RORgamma UAS-luciferase reporter, 20 h; Potency, µM (doses to about 53.6 µM), for the others: top-dose activity change, negative = inhibition, usual class: inhibitors; 310,000 tested, 5.4% active; note: potency is the fitted concentration of half-maximal effect; % is set by controls: 0 for no effect and ±100 for the full control effect; nearly all actives have a fitted effect of over 60% in size
Target sequence (P51450 whole entry, looked up, the tested form may be a part): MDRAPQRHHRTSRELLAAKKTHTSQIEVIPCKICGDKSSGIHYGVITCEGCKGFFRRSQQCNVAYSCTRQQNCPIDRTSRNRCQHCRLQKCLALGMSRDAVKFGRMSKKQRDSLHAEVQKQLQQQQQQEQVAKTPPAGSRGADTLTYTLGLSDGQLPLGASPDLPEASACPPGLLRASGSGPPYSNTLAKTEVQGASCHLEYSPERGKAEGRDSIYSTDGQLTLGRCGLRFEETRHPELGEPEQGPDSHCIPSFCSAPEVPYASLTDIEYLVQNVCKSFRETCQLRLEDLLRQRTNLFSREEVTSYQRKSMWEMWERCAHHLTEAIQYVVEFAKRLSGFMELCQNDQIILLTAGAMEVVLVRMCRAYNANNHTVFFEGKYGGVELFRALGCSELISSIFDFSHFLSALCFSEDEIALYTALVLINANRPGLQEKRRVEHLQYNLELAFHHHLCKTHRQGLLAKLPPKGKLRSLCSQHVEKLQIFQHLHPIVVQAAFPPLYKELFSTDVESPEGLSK
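Read-out: Photinus luciferase luminescence; inhibitors lower reporter signal. Insect Schneider cells with Gal4-ROR gamma fusion under metallothionein promoter, UAS reporter; 700 uM final copper sulfate induction, 20 hr, ambient temperature.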
p53 reactivation: re-activators of mutant p53; H1299 p53-A138V BP100-luciferase reporter, luminescence, 24 h; 320,000 tested, 0.063% active; Potency, µM (titrated, usually from 92.2 µM), without a hit: at the highest dose activity change, positive = activation, hits mostly activators; AID 504706; note: potency is the fitted concentration of half-maximal effect; % of control where 0% means no effect; nearly all actives have a fitted effect of over 45% in size
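p53-null H1299 cells stably carrying temperature-sensitive p53-A138V and a BP100-luciferase reporter were pinned with compounds (4-point, 1:5 series) and held 24 hrs at 37 deg C. Luminescence was read 10 min after detection reagent.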
Giardia kill: Giardia lamblia killing; AID 540267; 340,000 tested, 0.15% active; activity change, % at 7.66 µM, hits read low; Giardia lamblia trophozoite viability; in the data active = activity change below about -80%; inconclusive = between about -30% and that limit;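 note: parasites exposed to compound for two days anaerobically before the ATP read; % is set by controls: 0 for no effect and ±100 for the full control effect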
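Trophozoites 100 cells/well + cpd; 48 hrs, 37 deg C, anaerobic. ATPLite 1-Step added, 15-30 min RT, luminescence read (ATP-based viability).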
* = called active by the depositor; u = inconclusive; x = no result given; & = joins results of further samples; [ ] = dose if it differs, or a comment. Unless noted, calls come from the whole dose curve; as a rule, active = well fitted curve in the direction sought with a large enough effect; inconclusive = small, poorly fitted or top-dose-only effect, or another doubt; inactive = no such curve, though single readings can be large; an effect the other way counts as inactive or inconclusive. This is a subset (hit frequency here may not be typical).

SMILES	BRCA1 expr up	NPC1 promoter act	Gal4-VP16 FLuc	PKM2 act	FLuc counter	ELG1 genotox	Rab9 prom act	Menin-MLL TR inh	RORgamma inh	p53 reactivation	Giardia kill
CCOC(=O)c1c(C)n(C)c2ccc(OCC(O)CN(CC)CC)cc12 (configuration not stated)	1%	1%	-9%	-2%	0%	-8%	-1%	-11%	-8%	-4%	0
O=C(NC1=NCCS1)c1ccc2c(c1)C(=O)N(Cc1ccco1)C2=O	-21%	1%	-6%	0%	-7%	-1%	0%	29%	-42%	0%	1
CCOc1ccc2nc(NC(=S)NCc3ccccc3)sc2c1	20%	9%	2.8µM*	3%	-13%	14%	12%	-17%	2.2µM*	11%	-18
CCOC(=O)/C=C1\SCC(=O)N1CC(=O)Nc1cccc(F)c1	17%	-1%	-6%	u	3%	0%	0%	15%	24%	-6%	-1
O=C(Nc1ccccc1)C(=O)c1c[nH]c2ccccc12	0%	3.5µM*	-11%	-4%	1.7µM*	0.92µM*	1.8µM*	u	-3%	u	1
Cc1cc(C)cc(NC(=O)c2cc(C)nc3ccccc23)c1	0%	-6%	-5%	-2%[11.5 µM]	8%	6%	1%	4%	3%	x	28
Cc1cc(C)n(/N=C/c2ccccc2O)c(=O)c1	0%	-2%	2%	-2%	u	5%	-3%	-1%	-37%	1%	-17
COc1ccc(-c2nnn(CC(=O)N(Cc3cccs3)C(C)C(=O)NCCC(C)C)n2)cc1OC (configuration not stated)	-10%	-2%	1%	-4%	-1%	-14%	4%	x	25%	-3%	-12
COC(=O)c1c(C)n(-c2ccc(OC)cc2)c2ccc(O)cc12	-64%	-1%	-17%	u	0%	-25%	-4%	30%	-38%	-34%[inhibitor]	2
Cc1cccc2cc(COC(=O)C(C)C)c(=O)[nH]c12	-14%	-3%	-2%	-5%	2%	u	4%	1%	13%	-3%	12
Cc1ccnc(NC(=O)CNC(=O)c2ccccc2)c1	3%	3%	x	x	u	u	-1%	x	x	12%	5
COc1ccc(NC(=O)c2sc3cc(C(F)(F)F)cnc3c2-c2cccs2)cc1	-23%	-2%	-9%	-5%	2%	3%	-5%	1%	-8%	0%	3
Cc1c(CN2CCC(C(=O)Nc3cccc(-c4cccc(Cl)c4)c3)CC2)cnn1C	-52%	-3%	3%	x	1%	3%	0%	-13%	-22%	-12%	3
CCOc1ccc(C2/C(=C(\O)c3c(C)[nH]c(C(=O)OC)c3C)C(=O)C(=O)N2CCN(C)C)cc1 (configuration not stated)	9%	0%	0%	10%	-1%	-1%	5%	0%	-2%	-2%	28
COc1ccc(OC)c(NC(=O)CC(Cc2ccccc2OC)C(=O)O)c1 (configuration not stated)	0%	-2%	-7%	-2%	5%	0%	0%	-13%	12%	-1%	50[activator]
Clc1nc(NCc2cccnc2)nc(N2CCOCC2)n1	-10%	6%	1%	-15%	-1%	1%	1%	-12%	-18%	4%	-1
OC(COc1ccc(Cl)cc1Cl)Cn1ccnc1 (configuration not stated)	-41%	-4%	19%	x	u	-4%	-3%	13%	21%	-1%	13
COc1cc(/C=N/Nc2nc(Nc3ccc(C)cc3)nc(-n3nc(C)cc3C)n2)cc(OC)c1OC	-58%	5%	u	11%	u	-27%	-8%	16%	-25%	0%	1
CCOc1ccc(-c2csc3nc[nH]c(=O)c23)cc1	75%	u	-8%	0%	u	u	u	6%	-6%	x	-1
CCOC(=O)c1cc(-c2ccccc2)nc2c1c(C)nn2-c1ccccn1	-47%	0%	11µM*	-18%	-3%	-11%	-9%	x	4µM*	-2%	2
O=C(Nc1ccccc1)N1CCC(C(=O)N(Cc2ccco2)Cc2cccs2)CC1	-29%	0%	-6%	16%	0%	-10%	8%	-18%	36%	-13%	-2
Cc1nc(SCC(=O)N2CC(C)OC(C)C2)nc(C)c1C (configuration not stated)	-4%	-1%	-5%	0%	-1%	-2%	16%	-11%	2%	10%	-17
Cc1nnc(NC(=O)c2ccc(-c3cccc(C(F)(F)F)c3)o2)s1	7%	2%	-1%	0%	3%	3%	11%	-12%	-3%	16%	-1
Cn1cccc1C(=O)NC(=O)COC(=O)c1ccccc1O	4%	11%	-4%	-2%	0%	3%	-1%	0%	-3%	12%	1
Cc1cc(N2C(=O)C(=O)/C(=C(/O)c3ccc(F)cc3)C2c2ccc(Cl)cc2)no1 (configuration not stated)	-8%	-8%	-3%	-1%	-1%	-16%	-8%	u	31%	-10%	-8
SMILES	BRCA1 expr up	NPC1 promoter act	Gal4-VP16 FLuc	PKM2 act	FLuc counter	ELG1 genotox	Rab9 prom act	Menin-MLL TR inh	RORgamma inh	p53 reactivation	Giardia kill
CCC/C=C(\CCC)C(NC(=O)OCC(C)C)c1ccc(C(=O)OC)cc1 (configuration not stated)	-1%	-3%	-4%&-1%	1%&1%	3%	1%	-3%	-7%&-21%	u	-4%	-12
O=C(NCc1ccccc1)c1ccc(C2SCC(=O)N2Cc2ccccc2)cc1 (configuration not stated)	-15%	8%	u	-14%	-2%	-7%	-2%	-8%	6%	-17%	1
CC(=O)N1N=C(c2ccc(C)cc2)CC1c1ccc2c(c1)OCO2 (configuration not stated)	4.5µM*	2.8µM*	3%	u	15µM*	u	u	x	-5%	17%	2
CC1Sc2ccc(S(=O)(=O)CCC(=O)NC3CCCCC3C)cc2NC1=O (configuration not stated)	0%	-1%	-7%	x	-1%	-6%	-6%	x	25%	0%	-2
COc1ccc(Cl)cc1-c1nc(SCC(=O)NC2CC2)n[nH]1	-26%	8%	6%	4%	0%	4%	-5%	7%	-1%	-4%	-8
COc1cccc(N2C(=O)CC(NNC(=O)c3cccs3)C2=O)c1 (configuration not stated)	1%	-3%	17%	0%	-6%	5%	-5%	1%	10%	-3%	6
Cc1ccc(-n2c(C)cc(/C=N/NC(=O)c3ccncc3)c2C)cc1	2%	1%	u	0%	5.4µM*	u	4%	-16%	7.9µM*	-2%	-5
Cc1cnc(C(=O)OCC(=O)NC(C)C)cn1	13%	8%	0%	1%	0%	9%	0%	-3%	15%	-2%	-18
Cc1ccc2nsnc2c1S(=O)(=O)N1CCN(CCc2ccccc2)CC1	2%	-2%	8%	6%	4%	-5%	-1%	u	27%	1%	-1
O=S(=O)(N1CCCCCC1)N1CCNCC1	-13%	1%	-18%	3%[11.5 µM]	0%	-6%	0%	2%	-33%	u	3
CN1CCC(NC(=O)CCc2ccccc2)CC1	23%	0%	4%	-2%	0%	3%	1%	3%	26%[1.91 µM]	4%	2
COC(=O)Nc1ccc(SCC(=O)c2cccc([N+](=O)[O-])c2)cc1	-7%	2%	-9%	x	-27%	1%[9.26 µM]	-4%	41%[activator]	-18%	-4%	-6
Cc1ccc(NC(=S)NC2CCN(Cc3ccccc3)CC2)c(C)c1	-27%	-2%	u	-3%	0%	-6%	0%	0%	u	1%	-3
CC(C)c1ccc(NC2CCCN(C(=O)c3cnc4ccccn4c3=O)C2)cc1 (configuration not stated)	-14%	-1%	-1%	-1%	0%	-1%	2%	x	15%	5%	-4
COc1ccc(OC)c(CN2CCN(C(=O)CCC(=O)c3cccs3)CC2)c1	-3%	-3%	x	x	3%	9%	3%	x	x	1%	-11

Full records from above. Values in the order: BRCA1 expr up | NPC1 promoter act | Gal4-VP16 FLuc | PKM2 act | FLuc counter | ELG1 genotox | Rab9 prom act | Menin-MLL TR inh | RORgamma inh | p53 reactivation | Giardia kill
`Cc1c(CN2CCC(C(=O)Nc3cccc(-c4cccc(Cl)c4)c3)CC2)cnn1C` is listed with -52% | -3% | 3% | x | 1% | 3% | 0% | -13% | -22% | -12% | 3
`Cc1ccc(NC(=S)NC2CCN(Cc3ccccc3)CC2)c(C)c1` is listed with -27% | -2% | u | -3% | 0% | -6% | 0% | 0% | u | 1% | -3
`Cc1cc(C)n(/N=C/c2ccccc2O)c(=O)c1` is listed with 0% | -2% | 2% | -2% | u | 5% | -3% | -1% | -37% | 1% | -17
`CCOc1ccc2nc(NC(=S)NCc3ccccc3)sc2c1` is listed with 20% | 9% | 2.8µM* | 3% | -13% | 14% | 12% | -17% | 2.2µM* | 11% | -18

Part of the list above in order of SMILES length, rising:
SMILES	BRCA1 expr up	NPC1 promoter act	Gal4-VP16 FLuc	PKM2 act	FLuc counter	ELG1 genotox	Rab9 prom act	Menin-MLL TR inh	RORgamma inh	p53 reactivation	Giardia kill
Cc1nnc(NC(=O)c2ccc(-c3cccc(C(F)(F)F)c3)o2)s1	7%	2%	-1%	0%	3%	3%	11%	-12%	-3%	16%	-1
COC(=O)Nc1ccc(SCC(=O)c2cccc([N+](=O)[O-])c2)cc1	-7%	2%	-9%	x	-27%	1%[9.26 µM]	-4%	41%[activator]	-18%	-4%	-6
COc1cc(/C=N/Nc2nc(Nc3ccc(C)cc3)nc(-n3nc(C)cc3C)n2)cc(OC)c1OC	-58%	5%	u	11%	u	-27%	-8%	16%	-25%	0%	1

Compound activity (PubChem)
